From PubChem
CHRM1 PAM = potentiates human M1 receptor response to acetylcholine. hit rate 0.088% among 360,000. activation, % at 3 µM. CHO-K1 hM1, Fluo-8 calcium fluorescence, ACh EC20; 0% = ACh EC20, 100% = maximal ACh; in the data active = activation above about 19%, passing the limit was not always enough
TAAR1 antag = human TAAR1 antagonism | CHO RD-HGA16 TAAR1, Fluo-8 calcium fluorescence, antagonist | inhibition, % at 3 µM | hit rate 1.5% among 360,000 | AID 624466;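 active = inhibition above a per-plate cutoff, the mean inhibition of test compounds on that plate plus 3 SD, cut at about 49% in these data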;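 note: 0% = DMSO plus EC80 beta-PEA response and 100% = DMSO alone without agonist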
Target sequence (Q96RJ0 whole entry, looked up): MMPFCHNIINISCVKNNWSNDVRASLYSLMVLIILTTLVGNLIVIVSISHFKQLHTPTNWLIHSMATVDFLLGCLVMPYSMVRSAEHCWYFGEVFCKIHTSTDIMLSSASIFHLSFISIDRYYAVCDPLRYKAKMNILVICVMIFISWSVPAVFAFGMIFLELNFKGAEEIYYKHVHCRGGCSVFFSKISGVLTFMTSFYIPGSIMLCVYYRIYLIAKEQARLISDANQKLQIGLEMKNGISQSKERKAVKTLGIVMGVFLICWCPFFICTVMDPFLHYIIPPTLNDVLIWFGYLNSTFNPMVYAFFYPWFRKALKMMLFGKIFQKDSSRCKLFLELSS
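Material: CHO RD-HGA16 cells bearing hTAAR1; compound dosing: one-point dosing, 3 µM nominal final; schedule: dye loading 75 min at 37 °C, then 30 min room temperature; measured by: calcium fluorescence with Fluo-8; control set: vehicle and agonist controls; replication: n of 1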
CHO parental Ca = counter-screen for OX1R antagonists: effect in parental CHO cells; parental CHO-K1, ATP-induced calcium, Fluo-8 fluorescence; inhibition, % at 5.6 µM; hit rate 0.63% among 330,000;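 active = inhibition above that plate's mean sample inhibition plus 3 SD, cut at about 26% in these data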;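 note: 0% = ATP-challenged DMSO wells and 100% = DMSO wells without ATP; some compounds past the cut are filed as inactive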
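Material: Parental CHO cells | Reagent: ATP | Compound dosing: Single nominal dose of 5.6 µM per compound | Detection: Intracellular calcium via Fluo-8 no-wash fluorescent dye | Read-out: % inhibition of ATP-induced calcium mobilization | Benchmarks: Low control ATP plus DMSO, high control DMSO only | Replicates: Singlicate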
M1 antag = human CHRM1 antagonism; CHO-K1 hM1, Fluo-8 calcium fluorescence, ACh EC80 antagonist; inhibition, % at 3 µM; P11229; hit rate 1.3% among 360,000;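 active = percent inhibition above its own plate's cutoff, namely the mean of that plate's compound wells plus 3 SD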;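 note: peak over basal fluorescence ratio during 140 s after agonist addition; 0% = ACh EC80 plus DMSO and 100% = DMSO alone without agonist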
V1aR counter = V1a receptor agonism, counter-screen for OXTR agonists | CHO-V1R cells, Fluo-8 calcium fluorescence, agonist mode; 0% DMSO, 100% 3 nM vasopressin | P37288 | activation, % at 3 µM | hit rate 0.25% among 320,000;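 active = activation above the mean activation of all tested compounds plus 3 SD, per screening run, cut at about 20% in these data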;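 note: signal is peak over basal fluorescence ratio across a 100 second FLIPR read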
Target sequence (P37288 whole entry, looked up): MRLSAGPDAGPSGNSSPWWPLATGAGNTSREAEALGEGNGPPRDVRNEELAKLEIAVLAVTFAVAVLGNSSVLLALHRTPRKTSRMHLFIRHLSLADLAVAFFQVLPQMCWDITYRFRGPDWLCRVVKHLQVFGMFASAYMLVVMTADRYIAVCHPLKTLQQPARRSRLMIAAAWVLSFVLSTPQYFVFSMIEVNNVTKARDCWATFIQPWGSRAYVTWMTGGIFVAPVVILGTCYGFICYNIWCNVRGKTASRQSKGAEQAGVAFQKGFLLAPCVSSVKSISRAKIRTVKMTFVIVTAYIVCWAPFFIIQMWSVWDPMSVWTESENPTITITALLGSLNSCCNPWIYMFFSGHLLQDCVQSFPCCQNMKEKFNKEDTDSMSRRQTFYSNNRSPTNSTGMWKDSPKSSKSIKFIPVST
OXTR ag = human OXTR agonism. P30559. CHO-OTR cells, Fluo-8 calcium fluorescence; normalized: DMSO 0%, oxytocin 100%. activation, % at 3 µM. hit rate 0.32% among 320,000. AID 2435;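 active = activation above the mean of all tested compounds plus 3 SD, cutoff set per screening run, cut at about 20% in these data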;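 note: peak over basal fluorescence ratio from a 100 s FLIPR kinetic read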
M1 ag = human M1 muscarinic receptor agonism. activation, % at 3 µM. P11229. AID 588814. CHO-K1 hM1, Fluo-8 calcium fluorescence, agonist mode; 0% DMSO, 100% acetylcholine EC100. hit rate 0.33% among 360,000;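 active = activation above the run's mean compound activation plus 3 SD, cut at about 16% in these data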;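 note: peak over basal fluorescence ratio within a 140 s kinetic read after compound addition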
TAAR1 ag = agonists of human TAAR1; Q96RJ0; CHO RD-HGA16 TAAR1, Fluo-8 calcium fluorescence; vehicle wells 0%, saturating PEA agonist 100%; activation, % at 3 µM; hit rate 0.99% among 360,000;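 active = activation above the mean activation of all test compounds in the run plus 3 SD, cut at about 38% in these data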
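System: CHO-derived RD-HGA16 cells with stable Gα16 and human TAAR1 / Times: 17-24 h plating, Fluo-8 75 min 37 °C, 30 min RT / Technique: calcium-sensitive Fluo-8 signal, excitation 470-495, emission 515-575 nm / Measure: % activation relative to PEA EC100 response / Benchmarks: DMSO and PEA EC100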
OXTR potentiate = potentiators of human oxytocin receptor; CHO-OTR cells, Fluo-8 calcium fluorescence, potentiator mode; 0% = oxytocin EC15, 100% = EC100; AID 2445; hit rate 0.061% among 320,000; activation, % at 3 µM; P30559;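 active = activation above that plate's cutoff, the mean activation of tested compounds plus 3 SD, cut at about 6.6% in these data, passing the limit was not always enough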;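 note: 100% uses oxytocin at 75 nM as the full agonist control; some results filed as inactive read as strong as hits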
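Assay system: CHO-OTR cells, human receptor / Also added: oxytocin at about EC15, sub-maximal agonist stimulus / Dosing: single dose, 3.0 µM nominal final compound concentration / Incubation: 6 min pre-incubation, 100 s read / Technique: Fluo-8 calcium dye fluorescence / Read-out: % activation vs EC15 and EC100 oxytocin / Benchmarks: EC15 oxytocin low, 75 nM oxytocin high / Replicates: singlicate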
* marks the source's active call; other numbers are inactive results; · = not tested or not shown.

Each structure is followed by: M1 antag, TAAR1 ag, OXTR ag, M1 ag, CHRM1 PAM, CHO parental Ca, TAAR1 antag, OXTR potentiate, V1aR counter
1: COc1ccc(COC(=O)Oc2ccc(CNC(C)=O)cc2OC)c([N+](=O)[O-])c1
 : -10, 10, 6.3, 2, 2, -8, 17, -11, 5.4
2: O=C(/C=C/c1ccc(S(=O)(=O)N2CCOCC2)cc1)N(CCO)Cc1ccccc1
 : -14, 5, 2.4, -2, 8, -7, -15, 1, 2.4
3: COc1ccc(-c2cc(C(F)(F)F)nc(NCc3ccco3)n2)cc1OC
 : -3, ·, -0.5, -5, 8, -32, ·, -15, 1.2
4: O=[N+]([O-])c1cc(/C=N/Nc2nc(N3CCCCC3)nc(N3CCCCC3)n2)ccc1O
 : -9, 0, -1.8, -2, 8, -3, 5, -12, 0.1
5: COc1ccccc1-c1nnc(SCC(=O)Nc2ccc3[nH]c(=O)[nH]c3c2)n1N
 : -5, 0, 1.4, -3, 7, -3, 8, 2, 0.7
6: Brc1ccc(C2=Nn3c(Cn4nnc5ccccc54)nnc3SC2)cc1
 : -9, 1, -0.9, -4, 7, -54, -4, -6, -0.1
7: CCCCCC/C=N/Nc1nnc(Cc2ccc(OC)c(OC)c2)c(=O)[nH]1
 : -13, -2, -1.4, -1, 11, -23, -5, -11, 0.5
8: Cc1cccc(OCC(=O)N(Cc2ccc(F)cc2)C2CCS(=O)(=O)C2)c1C (stereo not drawn)
 : -1, 3, 0.9, -1, 6, -9, -1, -9, 0.2
9: CCOC(=O)C(C)Oc1ccc2c(C)cc(=O)oc2c1C(C)=O (stereo not drawn)
 : -14, 7, -0.6, -2, 14, -6, -2, -2, 0.2
10: Cc1c(/C=N/Nc2ccc(C(=O)O)cc2)c2ccccc2n1C
 : -25, 4, 5.7, -1, 19, -5, -5, -18, 2.5
11: C[C@@H]1CN([C@H](C)CO)C(=O)c2cc(Br)cnc2O[C@@H]1CN(C)Cc1cncnc1
 : -12, 0, ·, 1, 3, ·, -7, ·, ·
12: CC(C)Cn1c(N)c(C(=O)COC(=O)c2cccc(F)c2)c(=O)n(C)c1=O
 : 0, 18, ·, 0, 6, ·, 8, ·, ·
13: C=C(C)c1cccc(C(C)(C)NC(=O)N2CCN(c3ccccc3OC)CC2)c1
 : -12, -1, -2.0, -4, 8, -6, -2, -4, 3.1
14: COc1ccc(C(=O)OCC(=O)NC(=O)NC2CCCC2)cc1OC
 : -13, 22, 0.4, -1, 9, 1, 14, -4, 0.7
15: Cc1ccc2cccc(Oc3ncnc4scc(-c5ccccc5)c34)c2n1
 : 3, 1, -1.2, -8, -5, -33, -3, -5, -0.2
16: CCc1nc2ccccc2c(=O)n1/N=C/c1ccc(OC)cc1
 : -5, 3, -1.9, -5, 1, -11, -32, 0, -1.5
17: CCC(=O)N1CCc2cc(S(=O)(=O)CCC(=O)NCc3ccc4c(c3)OCO4)ccc21
 : -5, 4, -1.2, -5, 7, -23, -6, -5, 3.1
18: Cc1cccc(C2Nc3ccccc3C(=O)N2c2ccccc2)n1 (stereo not drawn)
 : -33, 6, -1.3, -8, 11, -26, -14, -4, -0.8
19: CCOC(=O)c1c(NC(=O)C[n+]2ccc(Cc3ccccc3)cc2)sc(C)c1C
 : 13, 11, 0.2, -16, -13, -14, 4, 0, -0.3
20: CC1(C)C(=O)Nc2ccccc2N1C(=O)COC(=O)CSc1ccc(F)cc1
 : -7, 2, -0.8, -2, 6, -6, 2, -4, 2.5

Part of the list above, set out differently.
cpd | Compound | M1 antag | TAAR1 ag | OXTR ag | M1 ag | CHRM1 PAM | CHO parental Ca | TAAR1 antag | OXTR potentiate | V1aR counter
4 | O=[N+]([O-])c1cc(/C=N/Nc2nc(N3CCCCC3)nc(N3CCCCC3)n2)ccc1O | -9 | 0 | -1.8 | -2 | 8 | -3 | 5 | -12 | 0.1
5 | COc1ccccc1-c1nnc(SCC(=O)Nc2ccc3[nH]c(=O)[nH]c3c2)n1N | -5 | 0 | 1.4 | -3 | 7 | -3 | 8 | 2 | 0.7
6 | Brc1ccc(C2=Nn3c(Cn4nnc5ccccc54)nnc3SC2)cc1 | -9 | 1 | -0.9 | -4 | 7 | -54 | -4 | -6 | -0.1
7 | CCCCCC/C=N/Nc1nnc(Cc2ccc(OC)c(OC)c2)c(=O)[nH]1 | -13 | -2 | -1.4 | -1 | 11 | -23 | -5 | -11 | 0.5
8 | Cc1cccc(OCC(=O)N(Cc2ccc(F)cc2)C2CCS(=O)(=O)C2)c1C (stereo not drawn) | -1 | 3 | 0.9 | -1 | 6 | -9 | -1 | -9 | 0.2
9 | CCOC(=O)C(C)Oc1ccc2c(C)cc(=O)oc2c1C(C)=O (stereo not drawn) | -14 | 7 | -0.6 | -2 | 14 | -6 | -2 | -2 | 0.2
10 | Cc1c(/C=N/Nc2ccc(C(=O)O)cc2)c2ccccc2n1C | -25 | 4 | 5.7 | -1 | 19 | -5 | -5 | -18 | 2.5
11 | C[C@@H]1CN([C@H](C)CO)C(=O)c2cc(Br)cnc2O[C@@H]1CN(C)Cc1cncnc1 | -12 | 0 | · | 1 | 3 | · | -7 | · | ·
12 | CC(C)Cn1c(N)c(C(=O)COC(=O)c2cccc(F)c2)c(=O)n(C)c1=O | 0 | 18 | · | 0 | 6 | · | 8 | · | ·
13 | C=C(C)c1cccc(C(C)(C)NC(=O)N2CCN(c3ccccc3OC)CC2)c1 | -12 | -1 | -2.0 | -4 | 8 | -6 | -2 | -4 | 3.1
14 | COc1ccc(C(=O)OCC(=O)NC(=O)NC2CCCC2)cc1OC | -13 | 22 | 0.4 | -1 | 9 | 1 | 14 | -4 | 0.7
15 | Cc1ccc2cccc(Oc3ncnc4scc(-c5ccccc5)c34)c2n1 | 3 | 1 | -1.2 | -8 | -5 | -33 | -3 | -5 | -0.2
16 | CCc1nc2ccccc2c(=O)n1/N=C/c1ccc(OC)cc1 | -5 | 3 | -1.9 | -5 | 1 | -11 | -32 | 0 | -1.5
17 | CCC(=O)N1CCc2cc(S(=O)(=O)CCC(=O)NCc3ccc4c(c3)OCO4)ccc21 | -5 | 4 | -1.2 | -5 | 7 | -23 | -6 | -5 | 3.1

More records follow:
Each structure is followed by: M1 antag, TAAR1 ag, OXTR ag, M1 ag, CHRM1 PAM, CHO parental Ca, TAAR1 antag, OXTR potentiate, V1aR counter
21: CCOC(=O)C1NN=C(C(=O)c2ccccc2)C1c1ccccc1 (stereo not drawn)
 : 0, 1, -2.9, -9, -2, -18, 6, -4, -0.8
22: Cc1c(NC(=O)CSc2nnc(-c3ccco3)n2-c2ccccc2)c(=O)n(-c2ccccc2)n1C
 : -1, 8, -0.6, -2, 1, -8, 21, -6, -0.4
23: COc1ccc(N2CCN(S(=O)(=O)CCNC(=O)COc3cccc(OC)c3)CC2)cc1
 : 6, 2, 4.1, 0, -6, -25, 0, -4, 4.9
24: O=C(CSc1nc(-c2ccccc2Cl)ns1)NCc1ccc2c(c1)OCO2
 : -8, -1, 4.0, -6, 8, -16, 12, -6, -0.9
25: CC1(Cc2ccccc2C#N)C(=O)Nc2ccc(-c3ccccc3)cc21 (stereo not drawn)
 : -2, 1, ·, -2, 4, ·, -20, ·, ·
26: NS(=O)(=O)c1ccc(NC(=O)NC2CC(=O)N(c3ccc4c(c3)OCCO4)C2)cc1 (stereo not drawn)
 : -13, 3, 0.5, -2, 11, -5, -14, -5, 0.4
27: O=C(NNC(=O)c1cc2ccccc2cc1O)c1cccs1
 : -16, -1, 1.0, -1, 14, -13, -9, -17, 2.1
28: Cc1ccc(SCc2nn(C)c(Cl)c2C=O)cc1
 : -5, 7, -1.4, -6, 1, -5, 7, 1, -0.2
29: CCN(C(=O)c1ccc(NC(=O)c2ccco2)cc1)c1ccccc1
 : -13, 3, ·, -2, 9, ·, -6, ·, ·
30: N#Cc1ccc(-c2ccc(F)cc2)nc1Oc1ccc(Cl)c(Cl)c1
 : -10, 2, 1.4, -7, 13, 0, -10, 7, -0.1
31: COc1ccccc1N1C(=N)S/C(=C\c2ccc(-c3ccccc3C(=O)O)o2)C1=O
 : -6, 4, 2.5, -2, -1, -14, 4, -6, 3.9
32: O=C1C(Cl)=C(NS(=O)(=O)c2ccc([N+](=O)[O-])cc2)C(=O)c2ccccc21
 : -3, 1, -1.4, -3, 3, 12, -7, -11, -0.9
33: COc1ccc(NC(=O)c2cc(-c3cc(Cl)ccc3C)n[nH]2)c(OC)c1
 : -6, 1, ·, -5, -2, ·, 48, ·, ·
34: O=C(N/N=C/c1ccc[nH]1)c1ccccc1OCc1ccccc1Cl
 : 12, 4, -2.3, -1, -9, -29, 46, -6, -0.7
35: O=C(Nc1nnc(-c2cc(Cl)ccc2Cl)o1)C1=COCCO1
 : -15, 2, 1.6, -2, 3, -11, -18, -9, 0.5
36: O=C(CC1Sc2ccccc2NC1=O)NCc1ccccc1 (stereo not drawn)
 : -8, -1, -1.5, -2, 12, -15, 2, -2, -0.2
37: CCN1C(=O)[C@H]2[C@H]3CN=C(SCc4ccc(C#N)cc4)N3[C@@](CC)(C(=O)OC)[C@H]2C1=O
 : -14, 6, ·, -5, 10, -15, -5, ·, ·
38: C(CCc1nn[nH]n1)CCC1CCCCC1
 : -15, 2, ·, 8, -1, ·, 2, ·, ·
39: O=C(Nc1ccc2c(c1)OCO2)N1CCN(Cc2ccco2)CC1
 : -7, 8, 0.5, -4, 7, 3, -7, -3, 0.8
40: CC(C)CNC(=O)C1(C)CCCN1C(=O)c1cccnc1 (stereo not drawn)
 : 5, 1, ·, 3, -4, ·, 3, ·, ·
41: CC(NC(=O)c1ccccc1F)c1nnc(SCC(=O)Nc2nnc(C3CC3)s2)n1C (stereo not drawn)
 : -10, -1, 0.5, -3, 8, 2, -23, 0, 0.6
42: Cc1ccc2[nH]c(CNC(=O)C3CCCCC3)cc2c1
 : 2, -1, ·, -4, 0, ·, -14, ·, ·
43: O=C(COc1ccc(Br)cc1)N1CCCCCC1
 : -10, 15, -1.5, -3, 3, -18, -2, -3, 0.4
44: N#CCCCN1C(=O)C(O)(CC(=O)c2ccc3c(c2)OCCO3)c2ccccc21 (stereo not drawn)
 : -15, 8, 0.2, -2, 11, -3, -14, -11, 1.6
